From PubChem
TEAD-YAP inh: TEAD-YAP interaction inhibition, primary screen, TEAD-YAP interaction inhibitor project, luminescence, HEK-TIYL cells; TEAD-Gal4/YAP UAS-luciferase luminescence; inhibition, % at 9.12 µM; 640,000 tested, 1.4% active; in the data active = inhibition above about 32%;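 also: 0% = median of test compound wells and 100% = reference inhibitor wells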
FBW7 activator: FBW7 E3 ligase activators, primary screen, biochemical, AlphaScreen, human | F-box/WD repeat-containing protein 7 (Homo sapiens), Q969H0 | AlphaScreen FBW7–phospho-cyclin E peptide binding, activator screen | normalized activity (activation), % at 26.1 µM | 650,000 tested, 0.13% active; in the data active = normalized activity above about 1.9%;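 also: purified mutant Fbw7 with reduced substrate affinity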
MITF inh: MITF inhibitors, primary screen, biochemical, AlphaScreen, human; Microphthalmia-associated transcription factor (Homo sapiens), O75030; AlphaScreen MITF homodimerization, bead proximity signal; inhibition, % at 2.6 µM; 650,000 tested, 0.91% active; AID 1259374, 2018; in the data active = inhibition above about 50%;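 also: 0% = vehicle wells with protein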
Target sequence (O75030 whole entry, looked up): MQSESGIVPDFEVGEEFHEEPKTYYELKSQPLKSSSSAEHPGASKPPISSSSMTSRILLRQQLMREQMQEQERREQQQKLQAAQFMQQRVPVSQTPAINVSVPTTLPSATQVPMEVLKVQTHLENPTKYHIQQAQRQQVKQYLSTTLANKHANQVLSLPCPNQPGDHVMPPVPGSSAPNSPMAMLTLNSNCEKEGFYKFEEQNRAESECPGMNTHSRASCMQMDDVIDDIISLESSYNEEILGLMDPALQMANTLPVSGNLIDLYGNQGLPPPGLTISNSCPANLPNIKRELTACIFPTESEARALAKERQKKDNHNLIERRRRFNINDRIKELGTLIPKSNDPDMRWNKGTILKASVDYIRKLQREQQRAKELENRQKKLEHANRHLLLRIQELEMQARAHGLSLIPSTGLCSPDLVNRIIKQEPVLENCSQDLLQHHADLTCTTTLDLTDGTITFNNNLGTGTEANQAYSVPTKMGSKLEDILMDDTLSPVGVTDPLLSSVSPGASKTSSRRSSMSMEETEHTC
GPR151 ag: activators of human GPR151, primary screen, cell-based, PathHunter beta-arrestin, luminescence. activation, % at 11.2 µM. 650,000 tested, 1% active. G-protein coupled receptor 151 (Homo sapiens), Q8TDV0. PathHunter beta-arrestin GPR151 cells; in the data active = activation above about 4.9%;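 also: 0% = median of compound wells and 100% = cells with positive control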
Target sequence (Q8TDV0 whole entry, looked up): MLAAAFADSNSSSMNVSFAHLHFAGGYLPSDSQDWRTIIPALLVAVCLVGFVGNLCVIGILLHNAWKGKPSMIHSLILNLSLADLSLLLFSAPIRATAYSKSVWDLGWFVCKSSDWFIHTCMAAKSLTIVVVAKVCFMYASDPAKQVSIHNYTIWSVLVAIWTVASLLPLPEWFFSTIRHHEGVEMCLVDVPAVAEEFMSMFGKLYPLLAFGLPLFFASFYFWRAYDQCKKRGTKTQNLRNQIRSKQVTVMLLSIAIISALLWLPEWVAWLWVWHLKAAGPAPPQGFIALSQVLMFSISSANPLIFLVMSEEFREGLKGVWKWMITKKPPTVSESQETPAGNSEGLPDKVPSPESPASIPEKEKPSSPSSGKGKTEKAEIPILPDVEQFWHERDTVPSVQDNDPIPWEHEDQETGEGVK
Numbers without * were called inactive.

SMILES | TEAD-YAP inh | FBW7 activator | MITF inh | GPR151 ag
Cc1ccccc1-c1cnnc(NCc2ccc(F)cc2F)n1 | -10.6 | 0.0 | -2.0 | 0.0
NC(=O)CSc1nc(C2CCCCC2)nc2ccccc12 | 2.7 | 0.0 | 0.0 | -0.1
CC1CC(C)CN(S(=O)(=O)c2ccc(C(=O)Nc3nc(-c4cc([N+](=O)[O-])cs4)cs3)cc2)C1 (stereo not drawn) | -10.8 | 0.1 | -7.0 | 0.5
Nc1nc(NCc2ccccc2F)nn1-c1ccccc1 | -43.7 | 0.2 | 19.1 | -0.5
O=C(Nc1cccc(C(F)(F)F)c1)NC1(C(F)(F)F)Oc2ccccc2O1 | -21.4 | -0.1 | 9.9 | 0.7
CN1CCCN(C(=O)C2CC23CCN(Cc2cccc4ncccc24)CC3)CC1 (stereo not drawn) | -5.2 | 0.1 | 13.3 | -0.3
O=C1CCCC2=C1C(c1cc(Br)ccc1O)C1C(=O)c3ccccc3C1=N2 (stereo not drawn) | 49.6* | -0.3 | 16.4 | 3.1
NC(=O)CN1CCC2(CC1)CC(=O)c1ccccc1O2 | 3.4 | 0.1 | -1.5 | -0.1
CSc1ccc(NC(=O)C2CC23CCN(C(=O)/C=C/c2ccncc2)CC3)cc1 (stereo not drawn) | 11.7 | -0.1 | -10.5 | 0.6
COc1ccc(-n2c(=O)c(C#N)cc3c(=O)n4cccc(C)c4nc32)cc1Cl | 8.7 | 0.8 | 1.9 | -0.6
O=S(=O)(c1cccc(S(=O)(=O)N2CCOCC2)c1)c1ccc(Cl)c(S(=O)(=O)N2CCOCC2)c1 | 7.0 | 0.0 | 11.0 | -1.1
NC1(C(Cl)(Cl)Cl)Oc2ccc(Cl)cc2O1 (stereo not drawn) | 10.9 | -0.1 | 45.5 | 9.9*
CCOC(=O)c1c(NC(=O)CN2CCCCC2)sc2c1CCC2 | 8.8 | 0.0 | 2.6 | 0.8
CCN(CC)C(=O)C1CCCN(c2ccc(-n3cc(CC(=O)NCCc4ccc(OC)cc4)c4ccccc43)nn2)C1 (stereo not drawn) | 8.3 | 0.1 | -3.0 | -0.1
O=C(/C=C/c1ccccc1)NC(=S)Nc1cccnc1 | -8.5 | -0.1 | -1.4 | 0.7
CCOc1ccc(NC(=O)NCCCn2cc(Br)cn2)cc1 | 7.1 | 0.0 | -6.4 | -0.6
Cc1ccccc1NC(=O)C1CC(O)CN1C(=O)OCC(C)C (stereo not drawn) | 4.7 | 0.2 | 7.5 | -0.7
CCC(C)C(NC(=O)OC(C)(C)C)C(=O)NCc1ccco1 (stereo not drawn) | 17.3 | -0.4 | -6.3 | 1.0
C=CCN(C)C(=O)c1c(C)nc2ccccn12 | -6.1 | 0.2 | -4.2 | -0.7
COC(=O)c1c(NC(=O)COc2ccc(Cl)cc2)sc(C)c1C | 5.7 | -0.1 | -6.9 | 0.8
Cc1ccc(S(=O)(=O)N(C)CC(=O)NNC(=O)/C=C/c2ccc3c(c2)OCO3)cc1 | 8.6 | 0.1 | -2.6 | 0.4
COc1ccc(NC(=O)CSc2nnc3nc(C)cc(C)n23)cc1 | -4.7 | -0.1 | -4.0 | 0.2
CCOC(=O)CSc1ccc(C(=O)NCCCN2CCOCC2)cc1[N+](=O)[O-] | -3.6 | -0.1 | 12.8 | -1.9
NC(=O)c1cncc(-c2cccc3c2OC(CNC(=O)c2coc4c2C(=O)CCC4)C3)c1 (stereo not drawn) | 12.1 | 0.0 | 7.6 | 0.4
CCc1ccc(OCC(=O)Nc2ncc(C)s2)cc1 | -24.8 | 0.0 | 3.7 | -1.0
C(=N\N1CCN(Cc2cccc3ccccc23)CC1)/c1ccncc1 | -14.5 | 0.0 | 14.3 | -0.9
Cc1cccc(C)c1NC(=O)Cn1c(CO)nc2ccccc21 | -2.0 | 0.3 | -6.0 | -0.8
Cc1nc(C)c(-c2csc(Nc3cccc(C(F)(F)F)c3)n2)s1 | 5.3 | -0.2 | -11.4 | 0.0
COC(=O)CCc1c(C)c(C(=O)c2cccc([N+](=O)[O-])c2)c2ccccn12 | 1.0 | 0.0 | 7.6 | -0.2
CCOC(=O)CC(N)c1ccc(OC)c(OC)c1 (stereo not drawn) | 3.6 | -0.1 | 7.2 | 0.1

Retrieved by structure from the list above:
SMILES | TEAD-YAP inh | FBW7 activator | MITF inh | GPR151 ag
CCOC(=O)CSc1ccc(C(=O)NCCCN2CCOCC2)cc1[N+](=O)[O-] | -3.6 | -0.1 | 12.8 | -1.9
CCc1ccc(OCC(=O)Nc2ncc(C)s2)cc1 | -24.8 | 0.0 | 3.7 | -1.0
C(=N\N1CCN(Cc2cccc3ccccc23)CC1)/c1ccncc1 | -14.5 | 0.0 | 14.3 | -0.9

Next records follow.
SMILES | TEAD-YAP inh | FBW7 activator | MITF inh | GPR151 ag
Cc1ccc(C2CC(C(F)(F)F)n3nc(C(=O)N4CCN(c5ccccc5Cl)CC4)cc3N2)cc1 (stereo not drawn) | 0.9 | -0.1 | -4.5 | 1.0
CCOC(=O)C1(C)C=C(Nc2ccc(Cl)cc2)C(=O)N1c1ccccc1 (stereo not drawn) | -2.2 | -0.1 | 6.3 | 4.6
CC(=O)c1cc(F)c(N2CCN(C(=O)C(C)(C)C)CC2)cc1C | 7.2 | 0.1 | 4.8 | 0.4
COc1ccccc1-c1nc2c3c4c(sc3ncn2n1)CCCCC4 | 0.8 | -0.1 | 7.1 | -0.5
COc1ccc(OC)c(-n2c(Cc3cccs3)n[nH]c2=S)c1 | -8.8 | 0.2 | 0.3 | -0.3
Cc1nc(NC(=O)c2ccccc2)sc1-c1csc(NCc2ccccc2)n1 | -1.5 | 0.1 | 1.8 | -1.1
C/C(=C\c1ccccc1)CN1CCc2nnc(C(C)NC(=O)c3ccco3)n2CC1 (stereo not drawn) | 9.2 | -0.1 | -2.3 | 0.6
CC1=C(C(=O)OC2CCCCCC2)C(c2ccccc2)NC(=O)N1 (stereo not drawn) | 3.5 | 0.4 | 12.7 | 0.2
CC1(C)CC(=O)C2=C(C1)NC(=O)CC2c1cccc(C(F)(F)F)c1 (stereo not drawn) | 4.8 | 0.1 | 25.1 | 0.2
Cc1ccc(C(=O)Nc2ccc(N3CCC(N(C)Cc4nccn4C)CC3)cc2)c(C)c1 | 7.3 | -0.2 | -4.8 | 0.1
CCCNC(=O)C(Cc1ccccc1)NS(=O)(=O)c1cccc2nsnc12 (stereo not drawn) | -1.7 | 0.2 | -1.1 | 0.4
Cc1ccccc1Nc1nc(N)nc(COC(=O)Cc2ccc(Cl)cc2)n1 | 1.4 | 0.0 | -0.9 | 1.8
Cc1cc2nn(-c3ccccc3)nc2cc1NC(=O)c1ccccc1Cl | -11.8 | -0.3 | 0.2 | 1.2
O=C(CCNS(=O)(=O)c1ccc(Br)cc1)NCc1cccs1 | 9.7 | -0.1 | 3.5 | 0.1
Cc1ccc(C(=O)N(Cc2ccc(C)o2)C2CCS(=O)(=O)C2)cc1 (stereo not drawn) | 2.0 | 0.2 | 1.3 | -0.2
C[C@@H](Cn1nnc2ccccc21)NC(=O)c1nccc2ccccc12 | -3.0 | -0.1 | -2.1 | -0.6
Fc1ccc(-c2nc(-c3ccccn3)ncc2-c2ccncn2)cc1 | -1.8 | -0.5 | 11.7 | -1.6
CCc1ccc(N(C(=O)c2csnn2)C(C(=O)NC(C)(C)C)c2ccc(C)o2)cc1 (stereo not drawn) | -0.8 | -0.1 | -0.2 | 1.1
CCN1CCN(Cc2ccc3c(c2)Cc2ccccc2-3)CC1 | 0.0 | -0.1 | -2.2 | 2.7
COCCNC(=O)C(=O)NCc1ccco1 | 1.0 | -0.1 | 4.0 | -1.5
CCC(NC(=O)c1ccccc1NC(=O)c1ccccc1)C(=O)N1CCCC1 (stereo not drawn) | 1.8 | -0.1 | 7.9 | 3.0
O=C(O)c1ccc(COc2c(F)c(F)cc(F)c2F)cc1 | -2.2 | 0.9 | 5.8 | -5.1
O=C(Nc1ccc(Cc2ccc(NC(=O)c3cc(Cl)cc(Cl)c3)cc2)cc1)c1cc(Cl)cc(Cl)c1 | -10.2 | 0.0 | 5.9 | -0.5
CCOC(=O)CN/N=C/c1ccc(O)cc1O | -26.9 | -0.2 | -9.4 | -1.8
CCCN1C(=O)/C(=c2\sc3n(c2=O)C(c2cccc([N+](=O)[O-])c2)C(C(=O)OCC)=C(C)N=3)c2ccccc21 (stereo not drawn) | -5.0 | -0.3 | 11.2 | -0.6
CCCn1c(NC(=O)C23CC4CC(CC(O)(C4)C2)C3)nc2ccccc21 | -2.4 | -0.1 | -6.3 | 0.4
O=C(CNC(=S)N(CCCN1CCOCC1)Cc1cccs1)NCCN1CCOCC1 | 4.9 | -0.1 | -2.3 | 0.0
CC(C)NC(=O)C1CCN(Cc2c(F)cccc2Cl)CC1 | 6.3 | -0.2 | -2.7 | 1.6
CCNc1ncnc2sc(C(=O)N(CC)CC)c(C)c12 | 5.0 | -0.2 | -10.3 | 2.1
CCCN(CCC)C(=O)C1c2ccccc2Oc2ccccc21 | 1.4 | 0.0 | -6.3 | 0.5
CCc1cccc(C)c1NC(=O)CSc1nc2scc(-c3ccc(OC)cc3)c2c(=O)n1-c1ccccc1 | 6.6 | 0.1 | 4.1 | 2.2
COC(=O)c1ccc(-c2ccc(/C=c3\sc4nc5ccccc5n4c3=O)o2)cc1 | 3.8 | 0.1 | -4.2 | 0.5
Cc1cccn2c(=O)c3cc(C(=O)Nc4ccc(C(C)C)cc4)n(C)c3nc12 | -2.4 | 0.2 | 16.9 | 1.5
COc1nocc1CCC(=O)N1CCC2(CC1)CC(O)(c1ccc(F)cc1)CO2 (stereo not drawn) | -7.5 | 0.2 | -1.3 | 0.1
Nc1nc(NCCCN2CCCC2=O)cc(NCc2ccc3c(c2)OCO3)n1 | 6.9 | -0.2 | 13.7 | -1.0
O=C(Cc1ccccc1F)N1CCn2cnnc2C1 | 4.9 | 0.0 | -3.9 | -1.2
CCOC(=O)CC1C(=O)NCCN1C(=S)NC(=O)c1ccc(Br)o1 (stereo not drawn) | -3.0 | 0.2 | 4.7 | 1.3
CC1CCCCN1c1ncccc1C(=O)NCC1CCCO1 (stereo not drawn) | -15.8 | 0.0 | -10.3 | 0.0
O=C(NC12CC3CC(CC(C3)C1)C2)c1ccc(F)cc1 | -1.3 | -0.2 | 0.9 | 0.9
O=C(NCc1cccs1)c1ccncc1 | 3.3 | 0.2 | 1.8 | 0.4
CC(C)(Oc1ccc(Cl)cc1)C(=O)OCC(=O)Nc1ccccc1C#N | 0.5 | 0.1 | -0.7 | 0.8
CCN(CC)C(=O)C1CCCN(c2nc(NCCc3ccc(OC)cc3)c3[nH]cnc3n2)C1 (stereo not drawn) | 12.9 | 0.3 | 12.2 | -0.4
CCC(C)NC(=O)COC(=O)c1ccc(Cl)cc1O (stereo not drawn) | 4.0 | 0.0 | 6.4 | -1.1
CN(C)c1ccc(C2NN=C(c3ccccc3O)S2)cc1 (stereo not drawn) | -52.9 | 0.0 | -10.6 | -0.5
CCn1c(COc2ccc(Cl)c3cccnc23)nnc1SCC(=O)O | 2.1 | 0.3 | 10.7 | 2.1
COCn1c(COc2ccc(OC)cc2)nc2ccccc21 | -54.5 | 0.3 | 19.2 | -3.1
COc1ccc(C)cc1S(=O)(=O)Nc1ccc(C(C)C)cc1 | -7.4 | 0.0 | -5.7 | -1.6
CCN(CC)S(=O)(=O)c1cccc(NC(=O)C(=O)C2C(=O)Nc3ccccc32)c1 (stereo not drawn) | 0.0 | -0.1 | 6.7 | 0.9
O=C(NN1C(=O)c2ccc(S(=O)(=O)c3ccc4c(c3)C(=O)N(NC(=O)c3cccnc3)C4=O)cc2C1=O)c1cccnc1 | -1.7 | 0.0 | 11.7 | -0.6
O=C(CCCn1c(SCC(=O)NCc2ccco2)nc2ccccc2c1=O)NCc1ccccc1 | -4.0 | 0.5 | 48.2 | -1.1
Cn1ccnc1N1CCN(C(=O)COc2ccc3ccccc3c2)CC1 | 5.9 | -0.3 | -0.1 | 0.7
Brc1c(OCc2nc(-c3cccnc3)no2)ccc2ccccc12 | -10.0 | -0.3 | -7.0 | 7.1*

By substructure, the compounds so far containing a thiophene ring, fused or not
SMILES | TEAD-YAP inh | FBW7 activator | MITF inh | GPR151 ag
CC1CC(C)CN(S(=O)(=O)c2ccc(C(=O)Nc3nc(-c4cc([N+](=O)[O-])cs4)cs3)cc2)C1 (stereo not drawn) | -10.8 | 0.1 | -7.0 | 0.5
CCOC(=O)c1c(NC(=O)CN2CCCCC2)sc2c1CCC2 | 8.8 | 0.0 | 2.6 | 0.8
COC(=O)c1c(NC(=O)COc2ccc(Cl)cc2)sc(C)c1C | 5.7 | -0.1 | -6.9 | 0.8
COc1ccccc1-c1nc2c3c4c(sc3ncn2n1)CCCCC4 | 0.8 | -0.1 | 7.1 | -0.5
COc1ccc(OC)c(-n2c(Cc3cccs3)n[nH]c2=S)c1 | -8.8 | 0.2 | 0.3 | -0.3
O=C(CCNS(=O)(=O)c1ccc(Br)cc1)NCc1cccs1 | 9.7 | -0.1 | 3.5 | 0.1
O=C(CNC(=S)N(CCCN1CCOCC1)Cc1cccs1)NCCN1CCOCC1 | 4.9 | -0.1 | -2.3 | 0.0
CCNc1ncnc2sc(C(=O)N(CC)CC)c(C)c12 | 5.0 | -0.2 | -10.3 | 2.1
CCc1cccc(C)c1NC(=O)CSc1nc2scc(-c3ccc(OC)cc3)c2c(=O)n1-c1ccccc1 | 6.6 | 0.1 | 4.1 | 2.2
O=C(NCc1cccs1)c1ccncc1 | 3.3 | 0.2 | 1.8 | 0.4
